# INS-1E GSIS act: GLuc luminescence reporter in INS-1E cells, primary screen for activators of glucose-dependent secretion of insulin; INS-1E GLuc reporter insulin secretion, 2-3 h; activation, % at 16.6 µM; 370,000 compounds, 0.61% hits; AID 743287, 2014;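 active = lowest replicate activation of at least 40%, so every replicate reaches that level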;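 note: 0% = median of neutral control wells and 100% = median of IBMX positive control wells; some compounds called inactive have numbers as strong as hits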
# F508del corr: F508del CFTR correction, initial screen, CFBE line, single point | 350,000 compounds, 0.36% hits | activity (quench increase), % at 7.58 µM | CFBE cells, YFP halide quenching; stimulated with forskolin plus potentiator P3; % fluorescence drop versus neutral controls;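 active = mean added fluorescence quench of at least 8% versus neutral control, with both replicates also reaching 8%; inconclusive = only one of the mean or replicate conditions met; inactive = mean below 8% and not both replicates reaching 8%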;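 note: cells transiently co-express mutant CFTR-F508del with the halide-sensitive YFP; corrector assay measuring rescue of mutant channel to the surface after 24 h compound exposure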
# DENV2 CPE rescue: inhibitors of DENV2 cytopathic effect, primary screen, cell-based, plate reader, single concentration; DENV2-infected cells, cytopathic effect rescue; CPE inhibition, % at 9.99 µM; 350,000 compounds, 1.7% hits; in the data active = CPE inhibition above about 20%, passing the limit was not always enough; inconclusive = no clear call, values can overlap the other calls; tested in BHK-21 cells;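 note: 0% = median of neutral control wells and 100% = median of positive control wells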
# XiGFP reactiv: activators of inactive X chromosome reactivation, primary screen, imaging, XiGFP fibroblasts, GFP high-content imaging, set 2; XiGFP mouse fibroblasts, % GFP-positive cells imaging, 3 d; cells co-treated with 5-aza-dC sensitizer; scaled so ellipticine positive control = 100%; activation, % at 7.58 µM; AID 743238, 2013; 360,000 compounds, 0.055% hits;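 active = mean normalized replicate activation at least 10% and every replicate at or above 10%; inconclusive = only one of the two criteria met; inactive = mean below 10% and not all replicates reach 10%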;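 note: 0% = median of on-plate neutral control wells and 100% = ellipticine 6 µM median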
#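 Material: XiGFP fibroblasts, SV40-immortalized. Buffer or medium: DMEM plus 5-aza-dC sensitizer. Compound: single concentration per compound, delivered by pin transfer. Times: 3 days compound exposure. Controls: ellipticine 6 µM.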
# PAX8 inh HTS: inhibitors of PAX8-driven TPO luciferase reporter, primary screen, RMG-I cells, single concentration; SteadyGlo, 24 h; inhibition, % at 12.6 µM; 360,000 compounds, 1.2% hits; AID 652154, 2013;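 active = mean replicate inhibition at least 60% with every replicate also reaching 60%; inconclusive = only one of the two criteria is met; inactive = mean below 60% and not all replicates reaching 60%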;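 note: luciferase light reporting Pax8 driven TPO promoter activity; plate controls were median of neutral control wells for no effect and mitoxantrone controls for full effect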
# ERp5 block: inhibitors of ERp5-driven insulin aggregation, primary screen, biochemical, turbidity, absorbance 650 nm, single point | 90 min | 350,000 compounds, 0.05% hits | inhibition, % at 9.99 µM | Protein disulfide-isomerase A6 (Homo sapiens), Q15084;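 active = mean replicate inhibition above about 25%, with every replicate also reaching it, limit read from the data, passing the limit was not always enough; inconclusive = only one of those two criteria met; inactive = neither criterion met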
# Target sequence (Q15084 whole entry, looked up): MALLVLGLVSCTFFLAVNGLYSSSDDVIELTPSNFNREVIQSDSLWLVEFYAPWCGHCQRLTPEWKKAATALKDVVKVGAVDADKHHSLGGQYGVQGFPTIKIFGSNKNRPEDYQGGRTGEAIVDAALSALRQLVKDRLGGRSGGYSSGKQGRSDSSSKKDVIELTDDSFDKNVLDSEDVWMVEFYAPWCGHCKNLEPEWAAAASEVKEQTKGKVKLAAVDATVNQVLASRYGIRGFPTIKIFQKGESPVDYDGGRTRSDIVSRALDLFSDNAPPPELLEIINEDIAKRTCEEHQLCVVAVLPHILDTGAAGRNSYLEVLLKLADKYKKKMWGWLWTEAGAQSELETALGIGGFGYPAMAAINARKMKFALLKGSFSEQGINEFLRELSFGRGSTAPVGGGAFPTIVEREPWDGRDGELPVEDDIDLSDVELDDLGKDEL
# EWS-Fli inh: EWS/Fli-driven NR0B1 reporter inhibitors, primary screen, A673 cells, NR0B1 luciferase, luminescence, MLPCN library; viability-normalised; inhibition, % at 12.6 µM; 350,000 compounds, 0.67% hits; AID 651661, 2012;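 active = mean inhibition of at least 50% after viability correction, with every replicate also passing that limit; inconclusive = mean reaches 50% but only one of two replicates passes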;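 note: firefly luciferase signal divided by Alamar Blue viability fluorescence both relative to DMSO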
# ARNT TACC3 PPI: disruptors of ARNT/TACC3 protein interaction, primary screen, biochemical, AlphaScreen, single concentration | Transforming acidic coiled-coil-containing protein 3 (Homo sapiens), Q9Y6A5 | AlphaScreen His-ARNT PAS-B/GST-TACC3 binding, luminescence; TACC3 fragment carries E629A point mutation | inhibition, % at 9.99 µM | 390,000 compounds, 0.66% hits | AID 623870, 2012;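 active = mean inhibition of replicates at least 50% and at least half of replicates each reaching 50%; inconclusive = half or more replicates reach 50% but mean below 50%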;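 note: 0% = complete ARNT plus TACC3 wells and 100% = ARNT alone without TACC3; many hits fall short of the cut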
# Starred values were filed as active, the others as inactive; ? = inconclusive; . = not tested or not shown; & = joins results of further samples. Rows are unselected. About 4.2% of those tested had a hit in this group.
cpd | molecule | DENV2 CPE rescue | ARNT TACC3 PPI | INS-1E GSIS act | XiGFP reactiv | ERp5 block | EWS-Fli inh | PAX8 inh HTS | F508del corr
1 | Cc1noc(C)c1S(=O)(=O)N(C)C[C@H]1OCCCC[C@@H](C)Oc2ccc(NS(=O)(=O)c3ccc(F)cc3)cc2C(=O)N([C@@H](C)CO)C[C@@H]1C | 6 | -4 | -22 | 0.0 | . | -5 | -13 | 2.2
2 | O=C(NC[C@@H]1N[C@@H](CO)[C@H]1c1ccc(-c2cccnc2)cc1)C1CCCC1 | 8 | -6 | -7 | 0.1 | 4 | 0 | 2 | -2.7
3 | CC(C1CC1)N(Cc1ccccc1)C(=S)Nc1cccc(C(F)(F)F)c1 (stereo not drawn) | -13 | -3 | -25 | 0.0 | -2 | 3 | 118* | 2.5
4 | CC(=O)N(C)C[C@@H]1[C@@H](c2ccc(-c3cccc(C#N)c3)cc2)[C@H](CO)N1C(C)=O | -6 | 2 | 3 | 0.0 | -4 | 10 | -20 | -0.5
5 | COc1ccc(CN2CCN(c3nc4ccccc4s3)CC2)cc1 | 14 | -6 | 21 | 0.1 | 2 | 2 | -15 | 0.2
6 | O=C(NCc1cccnc1)C1CCN(S(=O)(=O)c2cc(Cl)ccc2Cl)CC1 | -4 | -6 | -7 | 0.0 | 5 | 6 | 0 | -1.3
7 | O=C(COc1ccc2ccccc2c1)Nc1ccc(Cc2ccncc2)cc1 | -7 | . | -4 | . | -3 | -4 | . | -4.9
8 | COc1cc(/C=N/Nc2nc3ccccc3[nH]2)ccc1O | -4 | 22 | -37 | -0.1 | 21 | -6 | -2 | -4.2
9 | COc1ccccc1CNC(=O)C[C@H]1CC[C@@H]2[C@@H](COc3ccc(NC(C)=O)cc3C(=O)N2C)O1 | . | -6 | 1 | 0.0 | . | -5 | -5 | -0.7
10 | CCCC[C@@H]1CNC(=S)N1CCc1cccc(F)c1 | -5 | -5 | -24 | 0.0 | 1 | 3 | -3 | 1.1
11 | CC(C)(C)c1ccccc1NC(=S)NC1CCCCC1 | -1 | -1 | 5 | 0.0 | -4 | 7 | 1 | 7.4
12 | CCCC#Cc1cnc2c(c1)C(=O)N([C@@H](C)CO)C[C@@H](C)[C@@H](CN(C)Cc1ccc(F)cc1)O2 | -5 | -2 | -25 | -0.9 | -6 | 0 | . | 1.0
13 | CN(CC(=O)Nc1ccc(Cl)cc1)C(=O)Cc1c(F)cccc1Cl | 4 | -3 | -16 | 0.4 | -2 | -5 | 7 | -3.5
14 | Cc1ccc(S(=O)(=O)Cc2ccc(C(=O)N3CCN(c4cccc(C)c4C)CC3)o2)cc1 | -4 | 1 | . | 0.5 | -2 | 4 | 30 | 5.0
15 | Cc1nnc(SCC(=O)N(C)c2ccccc2)n1Cc1ccccc1 | -4 | . | 0 | 0.3 | 3 | 7 | -1 | -1.8
16 | Cc1cc(NC(=O)c2ccc3sc([C@@H]4O[C@H](CO)[C@H](O)[C@H](O)[C@H]4O)nc3c2)n(C)n1 | ? | . | -4 | 0.1 | 4 | -8 | -4 | 1.0
17 | NNC(=O)c1csc(-c2cccc(C(F)(F)F)c2)n1 | ? | -4 | 8 | -0.1 | 1 | -6 | 5 | -1.6
18 | O=C(c1ccccn1)N1CC(=O)N2[C@H](C1)[C@H](c1ccc(-c3cccc(F)c3)cc1)[C@@H]2CO | ? | . | 13 | 0.2 | -3 | -8 | . | 1.0
19 | Cc1ccc(S(=O)(=O)N2CCOCC2)cc1C(=O)NCc1ccccn1 | 2 | . | -1 | -0.1 | 2 | 4 | -1 | -2.5
20 | CCOCCn1ccc2c(OCC(=O)Nc3ccc(OC)cc3OC)cccc2c1=O | -2 | 0 | 10 | 0.0 | -8 | 12 | -5 | 0.9
21 | COC(=O)c1sc(C(C)(C)C)cc1CSc1ccccc1 | -3 | -8 | -7 | 0.2 | -1 | 14 | 18 | 1.3
22 | O=C(C[C@H]1C[C@H]2c3cc(NC(=O)C4CCOCC4)ccc3O[C@H]2[C@H](CO)O1)NCc1ccc(Oc2ccccc2)cc1 | -4 | 6 | 35 | 0.0 | 3 | -5 | 7 | 1.3
23 | O=C(Nc1ccc2c(c1)OCCO2)C(C1CC1)N1CCN(c2ccc(F)cc2)CC1 (stereo not drawn) | 1 | . | 1 | . | 6 | -7 | -3 | 0.5
24 | O=C(O)/C=C/c1ccc(S(=O)(=O)Nc2ccccc2C(=O)Nc2ccc(F)cc2)cc1 | 19 | 47* | 11 | 0.0 | -4 | -1 | 2 | 4.4

# Reformatted with two lines to a compound: entries from further up.
# Screens in order – DENV2 CPE rescue | ARNT TACC3 PPI | INS-1E GSIS act | XiGFP reactiv | ERp5 block | EWS-Fli inh | PAX8 inh HTS | F508del corr
(12) CCCC#Cc1cnc2c(c1)C(=O)N([C@@H](C)CO)C[C@@H](C)[C@@H](CN(C)Cc1ccc(F)cc1)O2
  -5 | -2 | -25 | -0.9 | -6 | 0 | . | 1.0
(13) CN(CC(=O)Nc1ccc(Cl)cc1)C(=O)Cc1c(F)cccc1Cl
  4 | -3 | -16 | 0.4 | -2 | -5 | 7 | -3.5
(14) Cc1ccc(S(=O)(=O)Cc2ccc(C(=O)N3CCN(c4cccc(C)c4C)CC3)o2)cc1
  -4 | 1 | . | 0.5 | -2 | 4 | 30 | 5.0
(15) Cc1nnc(SCC(=O)N(C)c2ccccc2)n1Cc1ccccc1
  -4 | . | 0 | 0.3 | 3 | 7 | -1 | -1.8
(16) Cc1cc(NC(=O)c2ccc3sc([C@@H]4O[C@H](CO)[C@H](O)[C@H](O)[C@H]4O)nc3c2)n(C)n1
  ? | . | -4 | 0.1 | 4 | -8 | -4 | 1.0
(17) NNC(=O)c1csc(-c2cccc(C(F)(F)F)c2)n1
  ? | -4 | 8 | -0.1 | 1 | -6 | 5 | -1.6
(18) O=C(c1ccccn1)N1CC(=O)N2[C@H](C1)[C@H](c1ccc(-c3cccc(F)c3)cc1)[C@@H]2CO
  ? | . | 13 | 0.2 | -3 | -8 | . | 1.0
(19) Cc1ccc(S(=O)(=O)N2CCOCC2)cc1C(=O)NCc1ccccn1
  2 | . | -1 | -0.1 | 2 | 4 | -1 | -2.5
(20) CCOCCn1ccc2c(OCC(=O)Nc3ccc(OC)cc3OC)cccc2c1=O
  -2 | 0 | 10 | 0.0 | -8 | 12 | -5 | 0.9
(21) COC(=O)c1sc(C(C)(C)C)cc1CSc1ccccc1
  -3 | -8 | -7 | 0.2 | -1 | 14 | 18 | 1.3
(22) O=C(C[C@H]1C[C@H]2c3cc(NC(=O)C4CCOCC4)ccc3O[C@H]2[C@H](CO)O1)NCc1ccc(Oc2ccccc2)cc1
  -4 | 6 | 35 | 0.0 | 3 | -5 | 7 | 1.3
(23) O=C(Nc1ccc2c(c1)OCCO2)C(C1CC1)N1CCN(c2ccc(F)cc2)CC1 (stereo not drawn)
  1 | . | 1 | . | 6 | -7 | -3 | 0.5
(24) O=C(O)/C=C/c1ccc(S(=O)(=O)Nc2ccccc2C(=O)Nc2ccc(F)cc2)cc1
  19 | 47* | 11 | 0.0 | -4 | -1 | 2 | 4.4

# Returning to the listing, starting two compounds before the break.
cpd | molecule | DENV2 CPE rescue | ARNT TACC3 PPI | INS-1E GSIS act | XiGFP reactiv | ERp5 block | EWS-Fli inh | PAX8 inh HTS | F508del corr
23 | O=C(Nc1ccc2c(c1)OCCO2)C(C1CC1)N1CCN(c2ccc(F)cc2)CC1 (stereo not drawn) | 1 | . | 1 | . | 6 | -7 | -3 | 0.5
24 | O=C(O)/C=C/c1ccc(S(=O)(=O)Nc2ccccc2C(=O)Nc2ccc(F)cc2)cc1 | 19 | 47* | 11 | 0.0 | -4 | -1 | 2 | 4.4
25 | CCOC(=O)c1sc(NC(=O)CCN2C(=O)c3ccccc3C2=O)c(C(=O)OCC)c1C | -2 | -2 | 13 | 0.0 | -13 | -5 | -19 | .
26 | Cc1cccc(C(=O)NC2CCN(CC(=O)NCc3ccccc3F)CC2)c1 | -2 | -22 | 0 | 0.1 | 2 | -3 | 11 | -0.8
27 | CCCCCC(=O)NNC1=NCC(Cc2ccccc2)S1 (stereo not drawn) | 4 | -2 | -3 | 0.0 | 0 | 8 | 9 | 1.7
28 | O=C(C[C@H]1CC[C@@H]2[C@H](COC[C@@H](O)CN2Cc2ccc(Cl)cc2)O1)NCCc1ccccc1 | -1&-13 | 3 | -21&-21 | -0.1&0.1 | 0&1 | -4&3 | 21&-4 | 1.6&4.7
29 | COc1ccc2[nH]c3c(c2c1)CCC/C3=N\N | 2 | 9 | 15 | 0.1 | 3 | -15 | 18 | -6.7
30 | COc1cc2c(cc1[N+](=O)[O-])-c1ccc([N+](=O)[O-])cc1C2 | 10 | . | . | 0.0 | -1 | 2 | 3 | 1.6
